Screening data deposited in PubChem BioAssay by several laboratories.
LRH-1 inv ag = NR5A2 inverse agonism in reporter assay | HEK293T StAR-luciferase reporter, LRH-1 transfected, 24 h | inhibition, % at 3.6 µM | 360,000 tested, 0.13% active;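 active means inhibition above the mean inhibition of all tested compounds plus 3 SD, cut at about 73% in these data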;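 further: 0% = DMSO wells and 100% = reporter-only cells lacking LRH-1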
Target sequence (O00482 whole entry, looked up): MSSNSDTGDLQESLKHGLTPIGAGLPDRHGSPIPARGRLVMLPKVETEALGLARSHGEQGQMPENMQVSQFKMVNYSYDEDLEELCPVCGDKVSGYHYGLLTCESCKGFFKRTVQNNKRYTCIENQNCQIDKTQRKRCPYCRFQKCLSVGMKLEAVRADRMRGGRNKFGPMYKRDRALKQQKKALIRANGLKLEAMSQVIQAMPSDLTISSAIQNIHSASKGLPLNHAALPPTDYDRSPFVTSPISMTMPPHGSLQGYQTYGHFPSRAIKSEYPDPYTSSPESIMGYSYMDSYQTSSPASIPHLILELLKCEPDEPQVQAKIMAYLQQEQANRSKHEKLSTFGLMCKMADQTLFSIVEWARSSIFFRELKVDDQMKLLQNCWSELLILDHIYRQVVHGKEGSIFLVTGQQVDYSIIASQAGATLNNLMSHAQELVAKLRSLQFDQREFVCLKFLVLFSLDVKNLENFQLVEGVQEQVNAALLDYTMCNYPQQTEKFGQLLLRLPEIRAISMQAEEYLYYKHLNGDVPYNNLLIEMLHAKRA
SRC3 inh = inhibits human SRC3 coactivator; inhibition, % at 3.6 µM; 360,000 tested, 0.17% active; AID 588352; HEK293 GAL4-SRC3 luciferase reporter, luminescence; Q9Y6Q9;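 active means inhibition above a per-campaign cutoff, the mean of all compounds plus 3 SD, cut at about 60% in these data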;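 further: 0% = DMSO-treated cells and 100% = gossypol-treated cells at 36 µM; higher means less SRC3-driven luciferase light from the GAL4 reporter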
TLR9-MyD88 inh = inhibitors of human TLR9-MyD88 binding. inhibition, % at 4.98 µM. CHO BLA complementation TLR9-MyD88, CCF4 FRET ratio. Q9NR96+Q99836. 340,000 tested, 0.21% active;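 active means inhibition above the mean over all tested compounds plus 3 SD, cut at about 21% in these data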;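 further: 0% = DMSO only wells and 100% = clavulanate BLA inhibitor control wells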
NCOA2 inhibitor = inhibits human steroid receptor coactivator 2 | 370,000 tested, 0.17% active | inhibition, % at 9 µM | HEK293 GAL4-SRC2 luciferase reporter, luminescence | Q15596;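 active means inhibition above the mean inhibition of all tested compounds plus 3 SD, set per campaign, cut at about 52% in these data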;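 further: 0% = DMSO treated cells and 100% = cells given Gossypol at 36 µM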
C8 TRAIL sens = sensitizes caspase-8 expressing cells to TRAIL | inhibition (viability loss, TRAIL sensitization), % at 10 µM | NB7+C8 cells + TRAIL, ATPlite viability luminescence | 360,000 tested, 1% active;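 active means compounds causing at least 50% loss of cell viability in the single-dose screen, relative to plate controls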
NOD2-RIPK2 inh = inhibitors of human NOD2-RIPK2 interaction | 360,000 tested, 0.38% active | AID 624267 | CHO BLA complementation NOD2-RIPK2, CCF4 ratio | inhibition, % at 4.98 µM; in the data active means inhibition above about 21%;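 further: 0% = vehicle only and 100% = reference blocker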
COUP-TFII inh = NR2F2 (human) inhibition, primary screen | inhibition, % at 8.6 µM | 370,000 tested, 0.7% active | HEK293T NGFI-A luciferase reporter, luminescence;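 active means inhibition above a per-plate cutoff, mean inhibition of test wells between control levels plus 3 SD, cut at about 38% in these data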;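 further: cells cotransfected with COUP-TFII expression vector driving the NGFI-A reporter; 0% = median of COUP-TF2 test wells and 100% = reporter-only cells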
Target sequence (P24468 whole entry, looked up): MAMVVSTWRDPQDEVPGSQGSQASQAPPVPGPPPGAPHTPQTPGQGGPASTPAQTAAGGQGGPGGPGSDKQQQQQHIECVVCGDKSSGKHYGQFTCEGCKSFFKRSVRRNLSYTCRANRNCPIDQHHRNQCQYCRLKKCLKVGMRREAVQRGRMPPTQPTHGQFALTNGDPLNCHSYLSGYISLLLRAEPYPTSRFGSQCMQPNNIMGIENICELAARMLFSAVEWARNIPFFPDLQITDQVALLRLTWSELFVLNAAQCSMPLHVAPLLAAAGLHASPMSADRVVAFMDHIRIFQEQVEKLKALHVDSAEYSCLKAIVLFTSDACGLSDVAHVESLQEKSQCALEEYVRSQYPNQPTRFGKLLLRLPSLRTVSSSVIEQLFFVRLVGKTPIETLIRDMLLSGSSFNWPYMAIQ
LMP1 NFkB inh = Epstein-Barr LMP1 NF-kappaB reporter inhibition | 350,000 tested, 0.69% active | LMP1-induced NF-kappaB luciferase reporter cells, luminescence | inhibition, % at 12.5 µM | AID 504558; in the data active means inhibition above about 41%;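 further: 0% = neutral control wells and 100% = reference inhibitor control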
TROY NFkB inh = blocks TROY-dependent signaling in reporter cells; inhibition, % at 10 µM; 360,000 tested, 0.98% active; AID 1347056; Q293 LMP1-TROYcd NF-kB luciferase reporter, 4 h;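 active means compounds whose plate-normalised and pattern-corrected inhibition of the luciferase reporter signal at the single screening dose is 50% or more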
TWEAK Fn14 block = TWEAK-Fn14 signaling inhibition; TWEAK-stimulated Fn14 reporter cells, luciferase luminescence, 8 h; inhibition, % at 10 µM; 360,000 tested, 2% active; in the data active means inhibition above about 50%
SRC1 inh = human NCOA1 inhibition; 360,000 tested, 0.12% active; AID 588354; inhibition, % at 3.6 µM; Q15788; HEK293 GAL4-SRC1 luciferase reporter, luminescence;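 active means inhibition above the campaign mean plus 3 SD, with each screening campaign given its own cutoff, cut at about 60% in these data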;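 further: 0% = DMSO treated cells and 100% = gossypol at 36 µM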
An asterisk follows results filed as active; / = not tested or not shown. Not all compounds are listed; count on the stated rates, not on these rows.

SMILES	LRH-1 inv ag	SRC3 inh	TLR9-MyD88 inh	NCOA2 inhibitor	C8 TRAIL sens	NOD2-RIPK2 inh	COUP-TFII inh	LMP1 NFkB inh	TROY NFkB inh	TWEAK Fn14 block	SRC1 inh
CC(C)N1CCN(Cc2ccc(C#CC(C)(C)O)s2)CC1CCO (configuration not stated)	2.6	4.1	3.6	5.3	3.2	-8.5	-4.4	0.2	-10.5	11.1	-8.3
COc1ccc(-n2cc(CN(C)Cc3n[nH]c(=O)[nH]3)c(-c3cccc(F)c3)n2)cc1	8.0	19.2	-5.4	14.3	4.9	-15.1	5.5	-2.7	-7.4	-23.6	6.5
C[C@@H]1CN([C@@H](C)CO)C(=O)c2cc(N(C)C)ccc2O[C@@H]1CN(C)Cc1ccncc1	-14.6	-3.5	-7.9	-1.5	-8.0	0.3	-12.3	7.2	-4.8	-12.5	2.9
COc1ccc(N2C(=O)[C@@H]3[C@H](C2=O)[C@H]2C=CC=NN2[C@@H]3C(=O)Nc2ccc(Cl)cc2)cc1	-24.1	6.9	/	15.7	-3.6	1.2	-1.5	/	-18.6	0.1	-1.4
N#C/C(=C\N1CCN(Cc2ccc3c(c2)OCO3)CC1)c1nc2ccccc2s1	17.6	-16.6	7.0	-2.8	13.4	5.1	-0.1	2.6	-11.6	-9.5	-11.0
NS(=O)(=O)c1ccc(CCNC(=O)c2ccc(OCC3CCCO3)cc2)cc1 (configuration not stated)	4.0	13.5	0.3	-16.9	0.5	5.2	23.7	-8.4	-14.4	-4.9	8.8
O=c1c(Br)c(N2CCOCC2)cnn1-c1ccccc1	-51.9	-26.8	5.3	-19.7	-0.7	-7.9	-51.0	-0.9	-51.0	-10.4	-63.4
O=[N+]([O-])c1ccc(/C=C/c2ccc3cccc(O)c3n2)cc1	-5.5	-73.5	-3.9	-42.2	46.6	2.0	-51.8	7.4	41.0	-27.1	-101.8
O=C(c1ccc(S(=O)(=O)Nc2cccc(C(F)(F)F)c2)cc1)N1CCN(c2ccccc2O)CC1	0.4	20.7	0.2	3.4	3.6	-4.8	-3.7	1.2	21.0	4.0	-8.3
O=C(OCCN1C(=O)c2ccccc2C1=O)c1cccs1	-72.0	-6.4	-3.5	-10.2	-1.5	1.3	9.2	-11.9	-28.9	-34.3	4.6
CCCn1c(SCN2C(=O)c3ccccc3C2=O)nc2cc(Cl)ccc2c1=O	-12.0	5.5	-10.6	-0.9	5.5	1.1	-3.5	19.9	-2.0	8.9	8.7
COc1cc(NC(=O)Nc2cccn3nc(COCCO)nc23)cc(OC)c1OC	3.8	-5.1	/	21.2	1.8	-11.6	-2.4	/	8.5	-2.5	5.4
COc1ccc(OC)c(NC(=O)COC(=O)c2ccc(OC)c(S(=O)(=O)N3CCOCC3)c2)c1	13.2	4.8	-0.1	-14.1	-8.8	-2.9	5.3	-0.8	3.5	-7.5	-5.6
CCCCc1ccc(NC(=O)N[C@H](C(=O)O)C(C)CC)cc1 (some centres not stated)	-10.8	7.6	-3.8	8.1	-4.8	-13.5	-3.7	3.1	-1.5	-28.1	-12.9
COc1ccccc1NC(=O)CN(Cc1ccco1)C(=O)c1ccc(N2CCCC2=O)cc1	-22.2	9.6	-4.4	1.2	9.0	-7.5	2.4	2.0	3.2	14.8	-4.0
O=C(CCOc1ccccc1)Nc1ccnn1C1CCN(C(=O)CCC(F)(F)F)CC1	-12.3	-25.8	2.0	-32.6	3.7	-3.3	4.5	-28.6	13.7	-17.1	-1.9
CCN(CC)S(=O)(=O)c1cccc(-c2nnc(SCC(=O)NCCC3=CCCCC3)n2N)c1	4.2	22.7	-7.8	7.9	-9.5	-7.0	17.2	2.6	18.5	-1.1	1.3
Cc1onc(-c2ccccc2Cl)c1C(=O)N1C=CC(C(F)(F)Cl)=NCC1	-5.3	9.5	-2.5	19.1	-2.9	-10.8	-18.6	-0.7	-23.7	-7.2	-14.7
Nc1nccnc1C(=O)OCC(=O)Nc1ccc2[nH]c(=O)[nH]c2c1	8.9	0.2	-1.8	-4.5	7.6	-5.2	-5.7	-5.8	-2.7	9.5	-2.2
Cc1nnc(NC(=O)c2sc3ccccc3c2Cl)s1	-134.4	-68.0	-4.8	-43.5	86.9*	-15.0	-41.3	22.8	-21.5	45.9	-103.9
COc1ccc(CC(=O)OCC(=O)NCC2CCCO2)cc1OC (configuration not stated)	-11.0	-10.8	-1.3	-45.5	4.0	-15.1	-3.5	-6.4	6.5	5.0	-4.3
O=C(O)c1ccc(NC(=S)Nc2ccc(S(=O)(=O)Nc3ccccn3)cc2)cc1	-19.2	0.0	3.7	-14.8	-13.0	-11.4	-23.3	-10.0	-12.5	-29.7	-5.7
Cc1onc(-c2ccccc2Cl)c1C(=O)OCC(=O)c1c(N)n(C)c(=O)n(C)c1=O	22.3	16.4	7.1	-20.1	-1.3	3.6	14.3	1.6	6.8	6.0	9.1
CC(NC(=O)c1ccco1)C(=O)N1CCN(c2ccccc2)CC1 (configuration not stated)	-6.9	9.2	-9.2	11.2	-18.9	0.7	23.6	-6.9	17.0	5.3	-8.1
COc1ccc(Cc2noc(CN(C)Cc3ccc(-n4cccn4)cc3)n2)cc1OC	10.6	9.7	-1.4	5.4	-1.9	-5.3	4.2	1.3	10.9	10.5	-11.4

Later entries:
SMILES	LRH-1 inv ag	SRC3 inh	TLR9-MyD88 inh	NCOA2 inhibitor	C8 TRAIL sens	NOD2-RIPK2 inh	COUP-TFII inh	LMP1 NFkB inh	TROY NFkB inh	TWEAK Fn14 block	SRC1 inh
OC[C@@H]1CN(C2CCCC2)C[C@H](n2cnc3c(NC4CC4)ncnc32)O1	0.8	2.1	/	-20.5	-18.9	-8.4	4.7	/	-5.7	-10.6	13.0
Cc1c(C(=O)O)cccc1-n1c(C)cc(C=O)c1C	3.1	9.4	8.7	15.3	6.4	13.2	-7.5	5.8	-15.6	-8.9	9.2
CC(=O)NN(O)C1N(C)C(=O)N(Cc2ccccc2)C1(C)C (configuration not stated)	7.1	12.4	2.5	-34.1	-18.9	-7.0	-18.0	-0.6	-26.6	-0.4	9.7
C=CC[C@@H](CC(=O)N[C@@H](CO)Cc1ccccc1)C(=O)NC[C@H](OC(=O)[C@@H](CC=C)Cc1ccc(F)cc1)c1ccccc1	-23.4	-0.3	2.1	0.9	29.7	-11.2	-8.5	-0.7	10.9	-0.7	-1.1
Cc1ccc(NCCC(=O)c2ccc(Cl)cc2)cc1C	-11.0	-4.4	3.4	-13.2	-15.5	6.4	-10.1	3.9	-8.4	-21.1	5.5
CNC(=O)COC(=O)c1ccc(Cl)c(S(=O)(=O)N2CCCC2)c1	-0.1	-6.9	-0.8	-33.4	-0.6	-1.6	-5.8	-6.5	22.3	-12.7	-1.2
Clc1cccc(CSC2=NCCCN2)c1	-2.3	12.1	6.7	/	/	0.0	/	27.8	/	/	-6.5
Cc1ccc(CNC(=O)C(=O)NCC2OCCN2S(=O)(=O)c2ccc3c(c2)OCCO3)cc1 (configuration not stated)	-13.7	3.5	-73.1	8.0	-8.6	-6.2	-2.1	-4.6	17.5	-14.2	7.9
O=S(=O)(NCC1CCCO1)c1ccc(-c2ccc(Cl)cc2)cc1 (configuration not stated)	8.4	3.1	-2.8	-4.2	8.0	-0.5	11.7	13.2	17.2	22.9	0.2
Cn1c(=O)n(C)c2cc(NC(=O)C(F)(F)F)ccc21	29.4	19.8	8.8	7.4	-2.7	4.0	4.3	-9.3	-17.6	-12.0	11.1
COc1ccc(OC)c(NC(=S)N(CCc2c(C)[nH]c3ccccc23)Cc2cccs2)c1	1.4	-7.9	4.3	13.3	-2.7	-16.9	7.5	4.8	2.3	10.4	8.1
COc1cccc(OCCSc2nc3ccccc3c(=O)[nH]2)c1	-10.2	-11.7	6.3	-13.2	-1.6	-5.9	8.0	-8.5	-12.5	-5.8	-10.3
CCOc1c(Br)cc(C2NC(=O)CCC2[N+](=O)[O-])cc1OC (configuration not stated)	-7.5	-2.9	-6.6	7.3	-15.3	-8.0	8.3	-6.3	-12.6	-5.8	-25.8
Cc1ccc(NC(=O)N2CCC(C(=O)c3ccc(F)cc3)CC2)cc1	-1.1	-6.6	-6.4	-14.1	3.0	-0.6	3.4	3.6	-16.8	-1.3	-8.2
COc1cc([C@@H]2C[C@H]3CN(c4ccccc4)C(=O)[C@]34CCCN24)cc(OC)c1OC	21.1	15.7	-7.0	-12.2	31.2	-7.7	1.3	32.6	-1.2	-2.6	23.6
Cc1cccc(C)c1NC(=O)CN1C(=O)NC(C)(CCc2ccccc2)C1=O (configuration not stated)	10.0	4.7	5.4	24.2	-0.3	6.3	-22.2	-7.9	6.4	6.7	16.4
COc1cc(C(C)=O)ccc1OCCN1CCC(Cc2ccccc2)CC1	3.2	17.4	-4.1	17.8	31.7	-8.7	2.8	0.0	4.5	-17.3	15.3
CCOc1cc(Br)c(CC(=O)O)cc1OCC	1.3	14.3	-1.4	11.9	-35.7	7.0	9.2	-1.7	-10.7	3.1	15.5
COCCN(C(=O)c1ccc(N2C(=O)c3ccccc3C2=O)cc1)c1c(N)n(CC(C)C)c(=O)[nH]c1=O	0.7	-5.2	-2.5	-7.3	-8.0	-4.8	1.8	0.1	6.2	9.8	-12.8
O=C(Nc1ccccc1F)Nc1ccccc1Br	-77.5	-48.4	0.6	-25.5	16.1	-4.1	0.1	-7.7	-59.8	-13.7	-46.1
COc1ccc(-c2cc([C@H]3[C@H]4C=CC[C@@H](C)[C@@H]4C(=O)N3Cc3ccccc3)ccc2F)cc1OC	-22.0	-31.2	6.5	-16.6	24.6	1.9	8.3	11.1	-25.2	-48.3	-20.9
CCOCCCN(C(=O)Cn1nnc(-c2ccc(OC)c(OC)c2)n1)C(C(=O)NCC1CCCO1)c1ccc(F)cc1 (configuration not stated)	-12.6	-0.7	0.4	-0.9	-5.3	-5.7	0.7	-1.4	-4.8	11.0	12.7
COc1ccc(S(=O)(=O)NCCN2CCOCC2)c(C)c1C	5.9	-5.4	7.5	-5.1	-16.1	2.6	-21.3	-3.0	12.6	-4.8	2.8
CCCc1nc2c([nH]1)c(=O)n(C)c(=O)n2C	-17.1	8.4	7.7	26.6	-8.3	-11.0	-3.5	-3.5	11.5	32.6	10.0
CN(CC(=O)O/N=C(\N)c1cccc([N+](=O)[O-])c1)S(=O)(=O)c1ccccc1	14.4	4.2	1.0	-12.3	4.7	1.5	-26.1	4.1	-9.1	-14.6	3.9
Cn1c(NC(=O)c2cccc(C(F)(F)F)c2)cc(=O)n(C)c1=O	0.4	-5.0	-2.8	0.8	-6.8	-7.7	1.2	0.6	-3.3	12.0	-34.4
Cc1ccc(-c2csc3ncnc(-n4cnc5ccccc54)c23)cc1	30.6	6.5	0.2	-4.6	-14.0	-27.1	15.2	-6.3	-0.9	15.2	9.7
O=C(CN1CCCC1c1ccc2c(c1)OCCO2)NC(=O)Nc1ccccc1 (configuration not stated)	-34.9	7.7	-9.2	7.8	-3.5	-4.2	13.0	-4.4	59.5*	67.8*	-6.2
